# Assay outcomes from PubChem.
# Pf Dd2 growth – blocks growth of Plasmodium falciparum Dd2 parasites | activity change, % at 10 µM | 94,000 compounds, 2.3% hits | AID 1159554 | P. falciparum Dd2 growth, SYBR Green, 72 h; active compounds read low; in the data active = activity change below about -80%
# KDM4C inh – KDM4C (human) demethylase inhibition; Q9H3R0; GST-KDM4C 2-372, H3K9me3 peptide, LANCE TR-FRET; inhibition, % at 12.5 µM; 96,000 compounds, 0.15% hits; AID 720574;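 active = mean replicate inhibition above about 25%, with at least 55% of replicates also reaching it, limit read from the data, passing the limit was not always enough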
# Target sequence (Q9H3R0 2-372 limits assumed): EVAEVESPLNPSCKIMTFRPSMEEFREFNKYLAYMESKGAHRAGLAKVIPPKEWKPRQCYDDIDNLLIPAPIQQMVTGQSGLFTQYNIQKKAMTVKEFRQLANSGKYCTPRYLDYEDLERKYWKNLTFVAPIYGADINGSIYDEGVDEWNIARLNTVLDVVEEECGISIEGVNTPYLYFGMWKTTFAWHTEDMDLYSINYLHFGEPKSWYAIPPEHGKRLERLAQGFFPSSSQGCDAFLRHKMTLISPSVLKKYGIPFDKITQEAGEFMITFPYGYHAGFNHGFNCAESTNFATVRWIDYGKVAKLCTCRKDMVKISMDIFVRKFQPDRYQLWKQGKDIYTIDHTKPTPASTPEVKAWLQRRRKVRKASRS
#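 Test system – GST-tagged GASC-1 (JMJD2C) catalytic fragment, aa 2-372 · Medium – HEPES buffer, pH 7.5, plus ascorbate · Reagent – H3K9me3 peptide with Fe(II)/2OG · Compound – one test concentration per compound · Timing – 30 min reaction, 60 min detection, RT · Technique – TR-FRET with Eu antibody and ULight streptavidin, EDTA stop · Read-out basis – inhibition from TR-FRET ratio decrease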
# C diff HTS – C. difficile growth inhibition. Clostridium difficile clinical isolate growth, OD600, 24 h; active compounds read low. 86,000 compounds, 0.25% hits. growth activity, negative = inhibition, % at 16 µg/mL (by protocol);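 active = mean growth activity at or below -80% and every replicate also at or below -80%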;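 note: 0% = DMSO wells and -100% = levofloxacin 16 µg/mL wells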
# Tcruzi prolif – T. cruzi proliferation inhibition | AID 624255 | 77,000 compounds, 5.9% hits | T. cruzi beta-gal in NIH3T3, GalScreen luminescence, 90 h | inhibition, % at 8.34 µM;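 active = mean inhibition above about 93%, with at least 55% of replicates each passing it, limit read from the data, passing the limit was not always enough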
# Numbers without * were called inactive; / = no result given; & = joins results of further samples.
smiles	Pf Dd2 growth	KDM4C inh	C diff HTS	Tcruzi prolif
C/C=C/c1ccc([C@H]2[C@@H](CO)N(Cc3ccc(F)cc3)[C@H]2CNC(C)=O)cc1	-34	1.3	4	/
CO[C@H]1CN(C)C(=O)c2cc(NS(C)(=O)=O)ccc2OC[C@@H](C)N(Cc2nccs2)C[C@@H]1C	-22	-0.5	/	8
C[C@H](CO)N1C[C@H](C)[C@H](CN(C)Cc2ccc(C(=O)Nc3ccccc3N)cc2)Oc2ccc(NS(C)(=O)=O)cc2C1=O	-28	-1.2	1	63
C[C@@H]1CN([C@H](C)CO)C(=O)c2cc(NC(=O)Cc3ccccc3)ccc2O[C@@H](C)CCCCO[C@H]1CN(C)Cc1ccccc1	-59	-0.4	1	/
CC(C)NC(=O)N(C)C[C@@H]1OCCCC[C@H](C)Oc2ccc(NC(=O)c3ccncc3)cc2C(=O)N([C@@H](C)CO)C[C@H]1C	1	-1.6	2	24
CC(C)CC#Cc1ccc2c(c1)O[C@H](CN(C)C(=O)C1CCC1)[C@H](C)CN([C@@H](C)CO)S2(=O)=O	-44	-0.3	10	95
CC(C)NC(=O)Nc1cccc2c1O[C@H](CN(C)Cc1ccc(-c3ccccc3)cc1)[C@H](C)CN([C@@H](C)CO)C2=O	-85*	-2.1	17	-42
C[C@H]1CN([C@@H](C)CO)C(=O)Cc2cc(NC(=O)Nc3ccc4c(c3)OCO4)ccc2O[C@H]1CN(C)CC1CC1	-69	-0.4	-7	4
Cc1ccc(S(=O)(=O)Nc2cccc3c2O[C@H](CN(C)S(=O)(=O)c2ccc(C)cc2)[C@@H](C)CN([C@@H](C)CO)C3=O)cc1	11	-0.2	-2	2
CN(C)C(=O)[C@H]1[C@H](CO)[C@H]2Cn3c(ccc(C4=CCCC4)c3=O)[C@@H]1N2S(=O)(=O)c1cn(C)cn1	/	3.7	-11	-130

# Reprinted from the part before: 4 entries, then new ones.
smiles	Pf Dd2 growth	KDM4C inh	C diff HTS	Tcruzi prolif
CC(C)NC(=O)Nc1cccc2c1O[C@H](CN(C)Cc1ccc(-c3ccccc3)cc1)[C@H](C)CN([C@@H](C)CO)C2=O	-85*	-2.1	17	-42
C[C@H]1CN([C@@H](C)CO)C(=O)Cc2cc(NC(=O)Nc3ccc4c(c3)OCO4)ccc2O[C@H]1CN(C)CC1CC1	-69	-0.4	-7	4
Cc1ccc(S(=O)(=O)Nc2cccc3c2O[C@H](CN(C)S(=O)(=O)c2ccc(C)cc2)[C@@H](C)CN([C@@H](C)CO)C3=O)cc1	11	-0.2	-2	2
CN(C)C(=O)[C@H]1[C@H](CO)[C@H]2Cn3c(ccc(C4=CCCC4)c3=O)[C@@H]1N2S(=O)(=O)c1cn(C)cn1	/	3.7	-11	-130
COc1ccc(S(=O)(=O)N[C@@H]2C=C[C@H](CC(=O)N3CCc4ccccc4C3)O[C@@H]2CO)cc1	-19	0.2	/	48
O=S(=O)(c1ccc(F)cc1)N1CCCCN2[C@H](CO)[C@H](c3ccc(C#CC4CCCC4)cc3)[C@H]2C1	-67	/	38	84
COc1ccccc1NC(=O)N1CCCCN2[C@H](C1)[C@H](c1ccc(-c3cccc(C#N)c3)cc1)[C@@H]2CO	11	-3.0	7	82
C[C@@H]1CN([C@H](C)CO)C(=O)c2cccc(NS(=O)(=O)c3cn(C)cn3)c2O[C@@H]1CN(C)S(=O)(=O)c1ccc(Cl)cc1	-4	-1.4	-13	41
CO[C@@H]1CN(C)C(=O)c2ccc(NS(=O)(=O)c3ccccc3)cc2OC[C@H](C)NC[C@H]1C	24	0.2	/	3
C[C@H](CO)N1C[C@H](C)[C@@H](CN(C)Cc2ccc3c(c2)OCO3)OCCCC[C@H](C)Oc2ccc(NC(=O)Nc3ccc(C(F)(F)F)cc3)cc2C1=O	-42	0.4	-38	/
O=C(C[C@H]1CC[C@H](NC(=O)Nc2ccc(C(F)(F)F)cc2)[C@@H](CO)O1)NCc1cccc(F)c1	-9	0.1	3	4
C[C@H](CO)N1C[C@H](C)[C@@H](CN(C)Cc2ccc3cccnc3c2)OCc2cnnn2CCCC1=O	-10&19	0.9	-3	34&20
COc1ccccc1-c1ccccc1[C@@H]1[C@H](C#N)N(C(=O)C2CC2)[C@H]1CO	1	-0.8	-7	/
COCC#Cc1cnc2c(c1)C(=O)N([C@H](C)CO)C[C@H](C)[C@H](CN(C)C(=O)c1cnccn1)O2	12	0.8	-6	22
CO[C@@H]1CN(C)C(=O)c2cc(NS(=O)(=O)CC(F)(F)F)ccc2OC[C@@H](C)N(C(=O)NC(C)C)C[C@@H]1C	-4	-0.3	/	53
Cc1cccc(S(=O)(=O)N2CC[C@@H]3[C@H]2c2cc(Br)ccc2N(C)[C@H]3CO)c1	40	-1.6	74	74
COc1ccc2c3c([nH]c2c1)[C@H](CO)N(C(=O)c1ccccc1)CC31CN(Cc2cccnc2)C1	-15	0.2	-1	/
CC(C)C#Cc1ccc2c(c1)O[C@@H](CN(C)Cc1cncnc1)[C@@H](C)CN([C@H](C)CO)S2(=O)=O	-3	/	5	30
CN1C(=O)c2cc(NC(=O)NCc3ccccc3)ccc2OC[C@H]2O[C@H](CC(=O)O)CC[C@H]21	2	0.4	4	-15
C[C@@H]1CN([C@@H](C)CO)C(=O)c2ccccc2-c2ccccc2CO[C@H]1CN(C)Cc1ccccc1C(F)(F)F	-90*	-1.7	30	/
COCC(=O)N(C)C[C@@H]1Oc2ncc(-c3ccc(C#N)cc3)cc2C(=O)N([C@@H](C)CO)C[C@@H]1C	34	-0.7	2	/
Cc1cc(C(=O)Nc2cccc3c2O[C@H](CN(C)S(=O)(=O)c2c(C)noc2C)[C@H](C)CN([C@H](C)CO)C3=O)n(C)n1	25	-0.6	-4	73
C/C=C/c1ccc([C@H]2[C@@H](CO)N(c3nc(C)c(C)s3)[C@@H]2CNCC(C)C)cc1	-96*	0.4	33	/
O=C(C[C@@H]1CC[C@@H](NC(=O)Nc2ccc(C(F)(F)F)cc2)[C@H](CO)O1)NCc1ccccn1	-5	-0.7	9	-30
COc1ccccc1C#Cc1ccc2c(c1)O[C@@H](CN(C)Cc1cccnc1)[C@@H](C)CN([C@@H](C)CO)S2(=O)=O	-37	-0.1	8	/
C[C@H](CO)N1C[C@H](C)[C@H](CN(C)CC2CC2)Oc2ccc(NC(=O)Cc3ccccc3)cc2CC1=O	-9	0.3	-1	12
CO[C@@H]1CN(C)C(=O)c2cc(NC(=O)C3CCCCC3)ccc2OC[C@@H](C)N(Cc2nccs2)C[C@H]1C	6	-1.1	1	-46
C[C@H](CO)N1C[C@H](C)[C@H](CN(C)C(=O)CC2CC2)Oc2cc(Br)ccc2S1(=O)=O	-13&-17	0.2	1&0	-18&-39
C[C@H](CO)N1C[C@H](C)[C@@H](CN(C)Cc2cccnc2)Oc2cc(-c3ccccc3F)ccc2S1(=O)=O	-3	2.9	-1	95
O=C(C[C@@H]1C=C[C@H](NC(=O)Nc2ccccc2F)[C@@H](CO)O1)NCc1ccccc1	0	1.1	7	/
O=C(Nc1cccc(F)c1)N1CCCCN2[C@H](CO)[C@@H](c3ccc(C#Cc4cccnc4)cc3)[C@H]2C1	-71	-1.6	5	95
COc1ccc(CN2CC3(CN(C(C)=O)C3)c3c(n(C)c4cc(OC)ccc34)[C@H]2CO)cc1	-13	-1.2	5	/
C[C@H](CO)N1C[C@H](C)[C@@H](CN(C)Cc2ccccc2)Oc2cc(Br)ccc2S1(=O)=O	-21	2.8	0	104
Cc1noc(C)c1NC(=O)N(C)C[C@H]1Oc2ccc(NS(=O)(=O)c3ccccc3)cc2CC(=O)N([C@H](C)CO)C[C@@H]1C	17	0.9	10	19

# Part of the list above, with each value named:
CO[C@@H]1CN(C)C(=O)c2cc(NC(=O)C3CCCCC3)ccc2OC[C@@H](C)N(Cc2nccs2)C[C@H]1C
  Pf Dd2 growth: 6	KDM4C inh: -1.1	C diff HTS: 1	Tcruzi prolif: -46
C[C@H](CO)N1C[C@H](C)[C@H](CN(C)C(=O)CC2CC2)Oc2cc(Br)ccc2S1(=O)=O
  Pf Dd2 growth: -13&-17	KDM4C inh: 0.2	C diff HTS: 1&0	Tcruzi prolif: -18&-39
C[C@H](CO)N1C[C@H](C)[C@@H](CN(C)Cc2cccnc2)Oc2cc(-c3ccccc3F)ccc2S1(=O)=O
  Pf Dd2 growth: -3	KDM4C inh: 2.9	C diff HTS: -1	Tcruzi prolif: 95

# Continuation:
smiles	Pf Dd2 growth	KDM4C inh	C diff HTS	Tcruzi prolif
COc1ccc(S(=O)(=O)Nc2cccc3c2O[C@H](CN(C)Cc2ccc4c(c2)OCO4)[C@H](C)CN([C@H](C)CO)C3=O)cc1	-13	-0.6	-6	9
CO[C@@H]1CN(C)C(=O)c2cc(NC(=O)C3CCCCC3)ccc2OC[C@@H](C)N(Cc2cccnc2)C[C@H]1C	/	2.0	/	34
CCC(=O)N1[C@H](CO)[C@@H](c2ccc(C3=CCCCC3)cc2)[C@@H]1CN(C)C(C)=O	-3	5.0	-13	24
O=C(NCC[C@H]1CC[C@@H](NS(=O)(=O)c2ccccc2)[C@@H](CO)O1)c1cc(Cl)cc(Cl)c1	0	1.5	/	-35
Cc1noc(C)c1S(=O)(=O)N(C)C[C@@H]1Oc2ccc(NC(=O)NC3CCCCC3)cc2CC(=O)N([C@@H](C)CO)C[C@H]1C	3	1.1	-8	16
O=C(C[C@H]1CC[C@@H](NS(=O)(=O)c2ccccc2)[C@H](CO)O1)NCc1ccccc1F	5	-1.3	-6	-24
Cc1ccc(-c2ccc([C@@H]3[C@@H](CO)N4CCCCN(C(=O)c5ccc(F)cc5)C[C@H]34)cc2)cc1	-4	3.4	48	104*
C[C@@H]1CN([C@@H](C)CO)C(=O)Cc2cc(N(C)C)ccc2O[C@H]1CN(C)S(=O)(=O)c1cn(C)cn1	19	1.8	0	-31
C[C@@H]1CN([C@H](C)CO)C(=O)c2cccc(NC(=O)C3CCOCC3)c2O[C@H]1CN(C)C(=O)Nc1ccc2c(c1)OCO2	3	0.1	-1	-38
C[C@@H]1CN([C@@H](C)CO)C(=O)CCCn2cc(nn2)CO[C@H]1CN(C)C(=O)Nc1ccc(F)cc1	-9&-6	-1.4	1	33&-8
C/C=C/c1ccc([C@H]2[C@H](CO)N(C(=O)CC)[C@H]2CNC(=O)C2CC2)cc1	-42	-3.0	4	54
COc1ccc(S(=O)(=O)N[C@@H]2CC[C@@H](CCn3cc(-c4cccc(F)c4)nn3)O[C@@H]2CO)cc1	-14	-1.2	-4	-1
C[C@@H]1CN([C@H](C)CO)C(=O)c2cc(NS(=O)(=O)c3cccs3)ccc2O[C@H]1CN(C)C(=O)Nc1ccccc1	-14	2.7	-8	-4
C[C@@H]1CN([C@H](C)CO)C(=O)c2cc(NC(=O)C3CCCCC3)ccc2O[C@@H](C)CCCCO[C@H]1CN(C)S(=O)(=O)c1ccc(F)cc1	-80	-0.5	3	26
COCC#Cc1ccc2c(c1)O[C@H](CN(C)S(C)(=O)=O)[C@H](C)CN([C@H](C)CO)S2(=O)=O	39	-0.2	0	-12
CN1C(=O)c2cc(NS(C)(=O)=O)ccc2OC[C@H]2O[C@@H](CC(=O)N3CCOCC3)CC[C@@H]21	/	-1.7	7	-10
CCCN1C[C@@H](C)[C@H](OC)CN(C)C(=O)c2cc(NC(=O)c3ccccc3F)ccc2OC[C@H]1C	-65	-0.8	/	54
C[C@H](CO)N1C[C@H](C)[C@H](CN(C)CC2CC2)Oc2c(NC(=O)CCCCCC(=O)Nc3ccccc3N)cccc2C1=O	-44	0.2	5	/
C[C@@H]1CN([C@@H](C)CO)C(=O)c2cccc(NC(=O)CCCCCC(=O)Nc3ccccc3N)c2O[C@@H]1CN(C)S(=O)(=O)c1ccc(Cl)cc1	-93*	-1.7	-8	98*
C[C@@H]1CN([C@H](C)CO)C(=O)c2cc(-c3cccc(C#N)c3)cnc2O[C@@H]1CN(C)C	28	3.3	0	-22
C[C@@H]1CN([C@H](C)CO)C(=O)c2cc(-c3cccnc3)cnc2O[C@H]1CN(C)C(=O)Nc1ccccc1	21	-0.4	0	21
Cc1cccc(S(=O)(=O)N2CCCCN3[C@@H](CO)[C@@H](c4ccc(C#C[C@@H](C)O)cc4)[C@@H]3C2)c1	-41	-9.3	1	67
Cc1noc(C)c1NC(=O)Nc1cccc2c1O[C@@H](CN(C)C)[C@@H](C)CN([C@H](C)CO)C2=O	37	13	-1	-20
C[C@H](CO)N1C[C@H](C)[C@@H](CN(C)C(=O)Nc2ccc3c(c2)OCO3)OCCCC[C@H](C)Oc2ccc(NC(=O)c3ccccc3)cc2C1=O	-48	-0.7	1	-10
C[C@@H]1CN([C@@H](C)CO)C(=O)c2cc(-c3ccc(F)cc3)cnc2O[C@H]1CN(C)Cc1ccc(C(=O)O)cc1	22	-0.5	2	0
C[C@H](CO)N1C[C@H](C)[C@H](CN(C)C(=O)Nc2ccccc2)Oc2ccc(NC(=O)NC3CCCCC3)cc2C1=O	-6	-1.8	-3	42
Cc1noc(C)c1NC(=O)N(C)C[C@H]1Oc2ncc(C#CCC(C)C)cc2C(=O)N([C@@H](C)CO)C[C@@H]1C	1	-1.1	1	69
